FLuc stim CS – firefly luciferase counter-screen for stimulation assays. ATPlite luciferase biochemical, luminescence, 10 min; 0 = ATP-free wells, 1 = DMSO control. activation factor at 10 µM. 200,000 tested, under 10 active. AID 1027;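 active = luciferase activation factor, scaled between plate controls, of at least 2 with compound at 10 µM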
Target sequence (P08659 whole entry, looked up): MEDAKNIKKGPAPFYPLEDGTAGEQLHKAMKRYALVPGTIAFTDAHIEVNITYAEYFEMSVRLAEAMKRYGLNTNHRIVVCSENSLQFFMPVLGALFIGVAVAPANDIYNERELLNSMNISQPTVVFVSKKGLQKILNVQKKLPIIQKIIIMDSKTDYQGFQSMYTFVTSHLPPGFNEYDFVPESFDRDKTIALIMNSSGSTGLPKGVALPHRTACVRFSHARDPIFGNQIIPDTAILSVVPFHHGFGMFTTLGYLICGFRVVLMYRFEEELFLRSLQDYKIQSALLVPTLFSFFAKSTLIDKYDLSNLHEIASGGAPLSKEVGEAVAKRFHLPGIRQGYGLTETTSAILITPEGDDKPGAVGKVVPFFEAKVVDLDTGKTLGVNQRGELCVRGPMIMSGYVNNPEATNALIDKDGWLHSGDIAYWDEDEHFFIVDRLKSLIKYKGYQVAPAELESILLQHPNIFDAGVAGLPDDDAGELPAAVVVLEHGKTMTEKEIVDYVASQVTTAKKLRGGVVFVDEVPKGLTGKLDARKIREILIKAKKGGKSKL
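Material: Luciferase/luciferin reagent mix; Doses: test compounds dosed from 2 mM stocks in 100% DMSO; Schedule: 10 min incubation after luciferase reagent addition, room temperature; Measured by: luminescence from luciferase reaction; Read-out: luminescence gain marking luciferase activators.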
APP 5'UTR act – APP 5'UTR luciferase reporter activation. activation, % at 2 µM. SH-SY5Y APP 5'UTR luciferase reporter, luminescence; zero percent = DMSO vehicle wells. 190,000 tested, 1% active;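 active = activation above a set limit, based on mean plus 3 SD of controls, cut at about 140% in these data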; also: values of inactives mirror those of a sister screen read the other way
Redox H2O2 prof – compounds producing H2O2 with reducing agent – biochemical, NIH compound library profiling, artefact control for MLSCN library redox annotation, primary screen | activation, % at 10 µM | 200,000 tested, 0.03% active | DTT-dependent redox cycling H2O2, phenol red/HRP absorbance; 100% = 100 µM peroxide control, 0% = buffer | AID 878;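 active = activation of at least 50% relative to the plate's high and low controls in the primary single-dose screen; inactive = activation below 50%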;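 also: compound incubated with DTT at 0.8 mM final as the reducing agent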
STAT1 activator – activators of IFN-gamma induced STAT1 signaling; 200,000 tested, 2.6% active; NIH 3T3 STAT1-luciferase reporter, luminescence; 100% = IFN-gamma alone, no compound; activation (% of control), % at 5.5 µM;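 active = activation above the screen-wide mean activation plus 3 SD, cut at about 130% in these data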;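 also: raw ratio to IFN-gamma control signal so 100% means no change and 0% no light; values of inactives mirror those of a sister screen read the other way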
NF-kB expr up – NF-kB expression increase, human neuronal cells; NF-kB reporter expression; stronger effect = higher value; fold change at 12.5 µM; 190,000 tested, 1.6% active; in the data active = fold change above about 3.3
FLuc inh counter – inhibits firefly luciferase, flagging false hits in luciferase inhibition screens; P08659; ATPLite firefly luciferase biochemical luminescence, 10 min; inhibition, % at 10 µM; 200,000 tested, 1.5% active;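 active = inhibition above about 50% when tested at 10 µM, limit read from the data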
G6PDH counter – L. mesenteroides G6PDH inhibition counter-screen | Purified L. mesenteroides G6PDH, diaphorase/resazurin coupled fluorescence, 45 min | inhibition, % at 5 µM | 200,000 tested, 0.12% active | AID 1020; in the data active = inhibition above about 50%
Hsp70 activator – transcriptional activators of Hsp70; 200,000 tested, 0.04% active; AID 1203; activation, % at 10 µM; HeLa Hsp70 promoter luciferase reporter, luminescence; scaled: vehicle 0, proteasome-inhibitor control 100%;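 active = activation above the mean across all tested compounds plus 3 SD, cutoff set per campaign, cut at about 5.5% in these data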;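 also: 100% = MG132 at 30 µM as the positive control and 0% = DMSO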
HMGR II inh – E. faecalis class II HMG-CoA reductase inhibition; purified E. faecalis HMGR, NADPH absorbance 340 nm kinetic; inhibition, % at 10 µM; 190,000 tested, 0.41% active; AID 1066;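 active = inhibition above a set limit, the median over all tested compounds plus 3 SD, cut at about 9.5% in these data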;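 also: enzyme runs in reverse so mevalonate oxidation gives rising NADPH absorbance; 0% = complete reaction with DMSO and 100% = background rate lacking mevalonate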
APP 5UTR inh – APP translation inhibition. SH-SY5Y APP 5'UTR-luciferase reporter, luminescence. inhibition, % at 2 µM. 190,000 tested, 0.82% active. AID 1285;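 active = inhibition above a set limit, derived from the sample mean plus 3 SD, cut at about 45% in these data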; also: values of inactives mirror those of a sister screen read the other way
Starred values were filed as active, the others as inactive; nt = no result given.

SMILES	FLuc stim CS	APP 5'UTR act	Redox H2O2 prof	STAT1 activator	NF-kB expr up	FLuc inh counter	G6PDH counter	Hsp70 activator	HMGR II inh	APP 5UTR inh
Nc1c(C(=O)NCc2ccco2)c2nc3ccccc3nc2n1CCc1ccccc1F	1.1	-19	0.4	97	0.96	-5	10	-0.2	-3	19
CN(Cc1nc2ccccc2c(=O)[nH]1)Cc1cc(=O)oc2ccc3ccccc3c12	1.1	-11	-17	103	0.68	-10	0	-0.2	2	12
CCC(=O)N(Cc1cc2c(C)cc(C)cc2[nH]c1=O)C1CCCCC1	0.9	13	0.6	100	1.3	5	26	-0.3	-1	-13
COCCNC(=S)N/N=C/c1ccc(OCc2ccc(C(=O)OC)cc2)cc1	1	-15	0.9	96	1.2	2	6	-0.1	8	15
C=CCOc1c(Br)cc(C2C3=C(CCCC3=O)N(C)C3=C2C(=O)CCC3)cc1OCC	1	-8	-0.2	98	0.89	-4	2	-0.1	-4	8
Cc1ccccc1-n1cc(CNC(=O)CC2C(=O)NCCN2C/C=C/c2ccccc2)cn1 (stereo unspecified)	1	27	-1.7	100	0.96	-5	-3	0.1	4	-27
Cn1c(=O)n(CCc2ccccc2)c(=O)c2c1nc1n2CCCN1c1ccccc1	1	-5	0.8	104	1.3	3	13	-0.2	-1	5
COC(=O)c1ccc2c(=O)n(CCCCCC(=O)O)c(=O)[nH]c2c1	1	-7	0.6	100	0.85	-3	3	-0.4	2	7
C/C(=N/NS(=O)(=O)c1ccccc1)c1ccc(NC(=O)C2CC2)cc1	1	-3	-0.8	108	0.98	-3	13	-0.3	-2	4
O=C(C1=NNCC1c1ccc(Cl)cc1)C1CO1 (stereo unspecified)	1	-2	-0.2	98	1.4	-5	4	0.2	-4	2
O=C(Cc1ccccc1F)Nc1ccc(SC(F)F)cc1	0.6	153*	-0.3	162*	5.3*	38	18	0.2	-3	-153
Cc1cc(NC(=O)CSc2ncccc2C(=O)O)no1	1	-12	-0.1	100	0.97	-1	16	-0.2	-4	12
CC1CCCN(C(=O)c2sc3cc([N+](=O)[O-])ccc3c2Cl)C1 (stereo unspecified)	1	-1	-0.2	110	1.6	-3	3	-0.3	-1	1
Cc1ccc(C)c(N2CCN(Cc3nnnn3C3CCCCC3)CC2)c1	1	7	2.2	99	0.69	-4	10	0.2	0	-7
COc1ccc(C2CC(c3ccccc3)=NN2c2ccccc2)c(C(=O)O)c1OC (stereo unspecified)	1	-6	-1.1	106	1.5	-3	6	0.0	-8	6
CCC(=O)Nc1cccc(NC(=O)c2ccc(C)c([N+](=O)[O-])c2)c1	1	17	2.3	107	1.2	-2	-3	-0.3	-1	-17
Cc1ccccc1NS(=O)(=O)c1cc(C(N)=O)ccc1C	1	15	1.3	99	0.95	0	1	-0.2	2	-15
CCC(C)(C)NC(=O)C(c1ccc(F)cc1)N(Cc1ccccc1)C(=O)c1cnccn1 (stereo unspecified)	1	18	-2.0	97	0.87	-4	4	-0.2	1	-18
Cc1ccccc1-n1c(C)nc2ccccc21	1.1	-13	-0.5	99	1.3	-7	-25	-0.2	-2	13
COc1cccc(C(=O)C2CCCN(C/C=C/c3ccccc3OC)C2)c1 (stereo unspecified)	1.1	-4	0.0	103	0.95	-6	3	-0.2	-5	4
Cc1cc2oc(C(=O)NCc3ccncc3)c(C)c2cc1C	0.9	-13	-2.0	106	1.1	6	8	-0.3	-1	14
C=CCn1c(O)c(N=NC(=O)c2ccccc2NS(=O)(=O)c2cccs2)c2ccccc21	1	14	1.1	94	1.1	-3	-26	-0.3	-9	-14
CSc1nc2ccccc2n1CC(=O)Nc1cc(C(F)(F)F)ccc1N1CCOCC1	1	5	0.5	100	0.9	-3	5	-0.3	-4	-5
CCCCC(CCC(=O)Nc1cc([N+](=O)[O-])ccc1O)C(=O)O (stereo unspecified)	1.1	5	-0.6	101	nt	-10	6	-0.2	-1	-5
Cc1cc(NC(=O)CSc2nccn2-c2ccc(Cl)cc2)no1	1.1	-13	1.5	97	1.1	-14	14	-0.6	1	13
O=C(CSc1nnc(-c2cccs2)n1CC1CCCO1)N1CCCC1 (stereo unspecified)	1	7	-1.8	104	1.3	-2	4	0.1	-4	-7
COCCCN1C(=O)C(=O)/C(=C(/O)c2ccc(OC(C)C)cc2)C1c1ccc(O)c(OC)c1 (stereo unspecified)	1.1	-13	-0.2	100	1	-6	-16	-0.1	-5	13
CC(=O)Nc1cc(C(F)(F)F)ccc1OCC1CCCO1 (stereo unspecified)	1	15	-0.3	91	1.1	-5	1	0.3	3	-16
O=C(Nc1ccccc1C(=O)NC1CCCC1)NC1CCCC1	1	9	1.2	100	0.94	3	1	-0.4	0	-9
CC(=O)Nc1ccc(S(=O)(=O)N2CCN(c3cc(C)nc4ccccc34)CC2)cc1	1.1	1	2.2	97	0.58	-10	-37	0.0	1	-1
COC(=O)c1sc(NC(=O)CCCn2nc([N+](=O)[O-])cc2C)c(C(=O)OC)c1C	1	5	0.1	95	1.2	0	5	-0.2	-4	-5
Cc1ccc2nc(N(CCCN(C)C)C(=O)c3ccc(S(=O)(=O)N(C)C)cc3)sc2c1	1	-4	-0.3	105	1.2	-4	-8	-0.4	0	4
CC1CCCC(C)N1C(=O)Cn1cc(C#N)c2ccccc21 (stereo unspecified)	1	16	-1.0	96	1	-4	5	-0.5	1	-16
Fc1ccccc1Cc1noc(CN2CCC(OCc3cccnc3)CC2)n1	1.1	24	-0.9	100	1.4	-6	12	-0.2	-1	-24
Cc1cc(=O)oc2cc3c(cc12)OCCO3	1.1	38	0.0	91	0.94	-8	12	-0.1	-4	-38
Cc1n[nH]c(C)c1S(=O)(=O)N1CCCC(C(=O)Nc2nccs2)C1 (stereo unspecified)	1	-11	0.4	103	0.8	-4	3	0.1	4	11
COc1cccc(CNC(=O)C2CCN(C(=O)N(C)C)CC2)c1	1.1	1	3.0	104	1.3	-6	-14	-0.4	-6	-1
O=C(COC(=O)CNC(=O)c1ccc(Cl)cc1)Nc1ccc2c(c1)OCCO2	1	-1	0.3	95	0.89	1	14	-0.3	-6	1
Cc1ccn2cc(CCNS(=O)(=O)c3ccc(F)c(C(F)(F)F)c3)nc2c1	1.1	-7	-3.3	96	1.2	-8	-13	-0.3	-8	7
Cc1cc(C)n(CC(O)COc2ccccc2[N+](=O)[O-])n1 (stereo unspecified)	1	12	0.3	97	1.4	0	-5	0.0	-3	-12

Another view of part of the listing above:
compound: O=C(COC(=O)CNC(=O)c1ccc(Cl)cc1)Nc1ccc2c(c1)OCCO2
  FLuc stim CS: 1	APP 5'UTR act: -1	Redox H2O2 prof: 0.3	STAT1 activator: 95	NF-kB expr up: 0.89	FLuc inh counter: 1	G6PDH counter: 14	Hsp70 activator: -0.3	HMGR II inh: -6	APP 5UTR inh: 1
compound: COCCCN1C(=O)C(=O)/C(=C(/O)c2ccc(OC(C)C)cc2)C1c1ccc(O)c(OC)c1 (stereo unspecified)
  FLuc stim CS: 1.1	APP 5'UTR act: -13	Redox H2O2 prof: -0.2	STAT1 activator: 100	NF-kB expr up: 1	FLuc inh counter: -6	G6PDH counter: -16	Hsp70 activator: -0.1	HMGR II inh: -5	APP 5UTR inh: 13

(more compounds)
SMILES	FLuc stim CS	APP 5'UTR act	Redox H2O2 prof	STAT1 activator	NF-kB expr up	FLuc inh counter	G6PDH counter	Hsp70 activator	HMGR II inh	APP 5UTR inh
Cc1ccccc1N=CC1=C(O)c2ccccc2C1=O	0	140*	-0.5	26	1.3	96*	8	-0.1	-5	-140
O=C(NC1CCCCC1)C(c1ccc(Cl)cc1)N(C(=O)c1ccccn1)c1cccnc1 (stereo unspecified)	1.1	-5	-0.4	99	0.99	-6	10	-0.3	-4	6
CC1CN(C(NC(=O)C(C)(C)C)C(Cl)(Cl)Cl)CC(C)O1 (stereo unspecified)	1.1	-3	2.4	109	0.99	-6	4	-0.2	-1	3
COc1ccc(Cc2nnc(NC(=O)c3cc(OC)c(OC)c(OC)c3)s2)cc1OC	1	21	-1.1	89	1.7	-4	0	-0.4	-2	-21
CC(=O)Nc1ccc(C(=O)OCC(=O)c2ccc(C)c([N+](=O)[O-])c2)cc1	1	-22	-7.3	103	0.74	-3	4	-0.3	2	22
CCCCCCCCNC(=O)CCNC(=O)c1ccc(C(C)(C)C)cc1	1.1	5	0.0	95	0.59	-8	3	-0.3	-3	-5
Cc1cccc(-n2nc(C(=O)Nc3ccccc3)n3c(=O)cc(-c4ccccc4)nc23)c1	1	18	-0.6	107	0.55	-3	-3	-0.3	-7	-18
Cc1cccc(CCNC(=O)CCc2nc(-c3ccccc3F)no2)c1	1.1	-3	1.7	92	1.4	-8	-32	-0.2	-5	3
COc1cc(C(=O)N(Cc2cccnc2)Cc2cc3cc4c(cc3[nH]c2=O)OCCO4)cc(OC)c1OC	1	-1	2.2	106	0.58	-3	5	-0.1	-5	1
CCOC(=O)N1CCC(=NNC(=O)c2ccccc2F)CC1	1.1	9	-0.6	115	1.1	-8	3	-0.1	-7	-9
CCN(CC)C(=O)CSc1nnc(-c2cc3ccccc3cc2O)n1CC	1	-14	0.1	99	0.75	-3	11	-0.1	-5	14
CN1C(=O)N(S(=O)(=O)c2ccc(F)c(F)c2F)C(=O)C1(C)C	1	5	1.6	104	0.98	0	1	-0.2	1	-5
O=c1[nH]c(N2CCc3ccccc3C2)nc2c1CCC2	1	6	0.1	100	0.97	1	-3	-0.1	-3	-6
Nc1nnc(-c2ccncc2)s1	1	-2	1.5	99	2.1	-3	0	-0.4	-1	2
COc1ccc(/C=N/NC(=O)c2cccc([N+](=O)[O-])c2)cc1OS(=O)(=O)c1ccc(C)cc1	1	14	-4.1	103	0.7	2	10	-0.3	1	-14
COc1ccccc1Nc1ccc(N)cc1	1	1	0.1	107	1	-1	7	-0.1	-9	-1
Cc1cc(C(=O)N/N=C/c2ccc3c(c2)OCO3)c(C)o1	0.4	21	0.1	113	1.7	64*	5	0.2	-1	-21
COc1ccccc1NC(=O)CN1CCN(CC(=O)Nc2ccc(Cl)c(C(F)(F)F)c2)CC1	1.1	-1	0.1	95	0.62	-6	10	0.0	0	1
CCCS(=O)(=O)N1CCCC(C(=O)NCC(OC)OC)C1 (stereo unspecified)	1	20	-0.1	99	0.92	-4	4	0.1	3	-20
O=C1NC(Nc2nc3ccccc3s2)(C(F)(F)F)C(=O)N1C1CCCCC1 (stereo unspecified)	1.1	11	0.4	105	1.5	-6	-4	-0.5	-7	-11
Cn1cccc1CNCc1ccccc1Cl	1.1	10	-7.3	95	0.94	-7	1	-0.1	0	-10
CCn1cc(C(=O)NCCCN(C)c2ccccc2)c(=O)c2cc(S(=O)(=O)N(C)C)ccc21	1.1	-6	1.8	101	0.58	-7	0	-0.3	-1	6
COC(=O)c1ccc(C(=O)OC)c(NC(=O)CN(C)Cc2ccc(Cl)c(Cl)c2)c1	1	-14	1.1	97	0.9	-2	-69	0.1	-9	14
Cc1cccc(N(CC(=O)NC2CCCCC2)C(=O)c2c(C)noc2C)c1	1	-13	0.2	96	1.2	-2	1	-0.4	2	13
CCC(=O)Nc1ccc(NC(=O)c2cccc(OC)c2)nc1	0.7	44	2.1	129*	1.9	32	8	-0.1	-1	-44

Assay outcomes as filed in PubChem.

Hits appear at their usual frequency; 5.3% or so of the library scored in one or more.
